Bcl-B TR3 displacers: displacers of TR3 peptide from Bcl-B, primary screen, selectivity assay for Bfl-1 inhibitor project, biochemical, fluorescence polarization; one-dose displacement, % at 20 µM; IC50 in µM for titrated hits; 0.11% of 96,000 active; Bcl-2-like protein 10 (Homo sapiens); FP displacement of FITC-TR3 peptide from Bcl-B; higher % means a stronger effect; AID 748, 2007;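 active means displacement above 50% at 20 µM plus a fluorescence interference ratio under 1.5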;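 further: plate controls were wells without compound for no effect and wells lacking Bcl-B protein for full effect; a part of the inactive calls stands beside numbers as strong as those of hits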
IL1B NFkB pot: enhancers of NFkB p65 translocation in HUVEC – imaging, IL-1B stimulus, high-content imaging, primary screen. HUVEC IL-1B NFkB p65 nuclear translocation imaging. activation, % at 2 µM. 0.3% of 94,000 active. AID 819, 2007;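 active means activation above 40%, about the mean plus 3 SD, also judged a hit on visual image review; inconclusive means activation above 40% but not a hit on visual review; inactive means activation not above 40% and no visual hit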;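 further: percent activation is computed from the nuclear over cytoplasmic p65 intensity ratio; values of inactives mirror those of a sister screen read the other way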
IL1B NFkB inh: inhibitors of IL-1B driven NFkB p65 nuclear import, primary screen, imaging, HUVEC, IL-1B stimulus, high-content imaging | 0.43% of 94,000 active | HUVEC IL-1B NFkB p65 nuclear translocation imaging | inhibition, % at 2 µM;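 active means inhibition above about 30% together with a positive call from visual inspection of the well image, limit read from the data; inconclusive means inhibition above a set limit but visual check negative; inactive means inhibition not above a set limit, visual check negative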;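 further: nuclear over cytoplasmic p65 intensity ratio measured by imaging; 0% = IL-1B stimulated DMSO wells and 100% = unstimulated DMSO wells; values of inactives mirror those of a sister screen read the other way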
MRP resist rev: reversal of MRP1-mediated doxorubicin resistance, primary screen, H69AR cells, doxorubicin co-treatment. differential viability (reversal), % at 10 µM. H69AR cells + 2 uM doxorubicin, CellTiter-Glo, 72 h. AID 602, 2007. 0.04% of 85,000 active;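 active means viability drop by adding the cancer drug above about 55%, with treated viability meeting a 40% cutoff, limit read from the data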;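 further: viability without doxorubicin minus viability with 2 µM doxorubicin for each compound; larger differential means the compound sensitizes cells more to doxorubicin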
PLAP inhibition: PLAP enzyme inhibitors, biochemical, luminescence, HTS (AID 690); Alkaline phosphatase, placental type (Homo sapiens); purified PLAP, luminescent substrate; higher % means a stronger effect; inhibition, % at 20 µM; hits with a dose series show IC50 in µM; 0.08% of 96,000 active; in the data active means a potency from the dose series; inactive means the rest, 99 in 100 with inhibition below about 30%; further: strong numbers were not always called active
MRP resist rev cytotoxicity: recorded beside MRP resist rev, whose call it bears; viability, %; H69AR cells, CellTiter-Glo, 72 h; measured here: cytotoxicity without doxorubicin
MRP resist rev with doxorubicin: second read-out of MRP resist rev, no call of its own (marks repeat the call); viability, %; measured here: viability with 2 uM doxorubicin; stronger effect = lower value
IL1B NFkB inh cell count 2 µM: further read-out of IL1B NFkB inh, marked with its call; cell count; measured here: cells passing quality filter;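 raw number of nuclei counted in each imaged well without normalization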
IL1B NFkB pot cell count 2 µM: further read-out of IL1B NFkB pot, marked with its call; cell count; measured here: cells passing quality filter
* hit, by the source's call; ? = inconclusive; · = not tested or not shown. Not all compounds are listed; rates above refer to the full screens.

SMILES	Bcl-B TR3 displacers	IL1B NFkB pot	IL1B NFkB pot cell count 2 µM	IL1B NFkB inh	IL1B NFkB inh cell count 2 µM	MRP resist rev	MRP resist rev cytotoxicity	MRP resist rev with doxorubicin	PLAP inhibition
CC1=NN(c2ccc(C)cc2C)C(=O)C1C(c1ccccc1)C1C(=O)N(c2ccc(C)cc2C)N=C1C (stereo not given)	2.9%	6.4	96	-6.4	96	·	·	·	-0.7%
O=C(Nc1nsc(-c2ccccc2)n1)c1cccs1	-0.7%	7.7	61	-5.5	61	-3.8	67.3	71.1	-12.9%
CCOc1ccc(S(=O)(=O)N2CCN(C(=O)c3sccc3C)CC2)cc1	-5.3%	2.0	150	-2.0	150	9.5	99.6	90.0	-4.3%
CCN1C(=O)CC(n2c(C)nc3ccccc32)C1=O (stereo not given)	6.5%	-0.5	181	0.5	181	-7.2	98.6	105.9	4.2%
COc1ccc(C(C[N+](=O)[O-])c2c(-c3ccccc3)cc3ccccn23)cc1 (stereo not given)	-3.5%	8.6	105	-8.6	105	-3.5	11.9	15.4	-49.0%
Cc1ccc(C)c(NC2=NCC(=O)N2C2CCCCC2)c1	·	-6.1	85	6.1	85	2.9	99.6	96.7	·
CN(C)c1oc(COc2ccccc2F)nc1C#N	-2.1%	11.5	140	-11.5	140	13.2	106.9	93.7	10.8%
CCOc1ccccc1NC=C1C(=O)OC(C)(C)OC1=O	-0.1%	1.9	115	-1.9	115	3.0	92.1	89.1	-6.9%
COc1ccc(C(=O)NN(C)c2nc(-c3ccccc3)cc(C)c2S(C)(=O)=O)cc1	-7.0%	10.1	147	-10.1	147	4.2	85.0	80.8	6.0%
Cc1ccc(S(=O)(=O)CCc2nc3ccccc3s2)cc1	·	5.5	156	-5.5	156	-9.7	91.2	100.9	·
COc1ccc(CN2C(=O)CN=C2Nc2ccc(C)cc2C)cc1	92.3%	-4.0	147	4.0	147	-4.5	86.0	90.5	-26.9%
COc1ccc(C(C)=O)cc1COC(=O)Cn1cnc2ccccc2c1=O	-11.2%	18.1	125	-18.1	125	9.6	83.0	73.4	-6.8%
COC(=O)c1c(N)sc(C(C)=O)c1C	16.6%	2.3	133	-2.3	133	5.9	88.6	82.7	23.7%
C=CCNc1ncnc2ccc(Br)cc12	6.2%	·	·	·	·	-2.5	80.3	82.8	13.3%
Oc1ccc(Oc2ccc3c(C(F)(F)F)cc(C(F)(F)F)nc3n2)cc1	3.4%	-1.9	124	1.9	124	·	·	·	2.2%
COc1cc(C(=O)Nc2ccc(NC(=O)c3ccco3)nc2)cc(OC)c1OC	0.3%	4.0	95	-4.0	95	7.1	82.3	75.2	24.3%
Cn1cccc1C(=S)N=P(C1CCCCC1)(N1CCOCC1)N1CCOCC1	-8.7%	-3.2	197	3.2	197	3.3	85.5	82.2	-35.6%
CC1CCCN(C(=O)C(C)Sc2nc(-c3ccccc3)cc(C(F)(F)F)n2)C1 (stereo not given)	0.2%	16.0	63	-6.8	178	-11.3	42.0	53.4	-61.3%
CCCNc1nc2c(c(=O)[nH]c(=O)n2C)n1CCCc1ccccc1	12.8%	4.6	137	-4.6	137	-5.3	97.0	102.3	3.1%
COCCCN1C(=O)C(=O)/C(=C(/O)c2ccc3c(c2)OCCO3)C1c1ccc(C(=O)OC)cc1 (stereo not given)	-27.0%	-5.0	117	5.0	117	9.4	105.3	95.9	2.5%

3 compounds already listed, ordered by the value under IL1B NFkB pot cell count 2 µM, ascending.
SMILES	Bcl-B TR3 displacers	IL1B NFkB pot	IL1B NFkB pot cell count 2 µM	PLAP inhibition
COc1cc(C(=O)Nc2ccc(NC(=O)c3ccco3)nc2)cc(OC)c1OC	0.3%	4.0	95	24.3%
CCCNc1nc2c(c(=O)[nH]c(=O)n2C)n1CCCc1ccccc1	12.8%	4.6	137	3.1%
COc1ccc(CN2C(=O)CN=C2Nc2ccc(C)cc2C)cc1	92.3%	-4.0	147	-26.9%

(further entries)
SMILES	Bcl-B TR3 displacers	IL1B NFkB pot	IL1B NFkB pot cell count 2 µM	IL1B NFkB inh	IL1B NFkB inh cell count 2 µM	MRP resist rev	MRP resist rev cytotoxicity	MRP resist rev with doxorubicin	PLAP inhibition
Cc1ccc(OCc2nn3c(-c4ccco4)nnc3s2)cc1	0.9%	-5.0	93	5.0	93	15.3	94.0	78.7	-7.6%
CNc1oc(-c2ccc(Cl)cc2)nc1C#N	-4.6%	-6.3	129	6.3	129	-9.4	96.0	105.3	3.6%
CC(C)CCC1CC(CSC(=N)N)OC1=O (stereo not given)	-3.2%	9.3	97	-9.3	97	-6.5	86.3	92.7	-10.9%
Cc1cc(-c2ccco2)n(CC(=O)NCc2ccco2)n1	4.1%	18.1	188	-18.1	188	-23.5	67.2	90.7	0.5%
COCCN=C1Sc2nc3c(C)cccc3cc2CN1Cc1ccco1	-4.1%	10.7	189	-10.7	189	-6.7	70.3	77.0	-27.5%
COc1ccc(C2CC(c3cccc(C)c3)n3nc(N)nc3N2)cc1 (stereo not given)	7.0%	·	·	·	·	6.5	98.5	92.0	-22.1%
CN(C)CCN1C(=O)C(O)=C(C(=O)c2ccco2)C1c1ccccc1F (stereo not given)	0.7%	1.7	162	-1.7	162	17.7	101.0	83.2	-18.4%
CC(C(=O)NCc1ccccc1)N1C(=O)C2CC=C(Cl)CC2C1=O (stereo not given)	2.6%	30.7	114	-30.7	114	13.3	98.9	85.6	4.0%
CC1CN(c2oc(-c3ccco3)nc2S(=O)(=O)c2ccccc2)CC(C)O1 (stereo not given)	-0.8%	·	·	·	·	4.1	95.4	91.3	2.6%
COc1ccc(NC(=O)CS(=O)CC(=O)NCc2cccc(C(F)(F)F)c2)cc1 (stereo not given)	-0.3%	7.4	107	-7.4	107	2.5	92.3	89.8	4.1%
Cc1ccccc1C(=O)Nc1ccccc1-c1nnn(CC(=O)Nc2ccc3c(c2)OCCO3)n1	-13.7%	-9.8	74	9.8	74	·	·	·	-3.5%
Cc1nc(-c2cccc(NS(=O)(=O)c3cccc4ccccc34)c2)cs1	-25.6%	-1.7	58	1.7	58	-23.4	101.0	124.4	-54.2%
COc1ccc(N2C(=O)NC3CC2(C)Oc2ccc(Cl)cc23)cc1OC (stereo not given)	-11.0%	-4.4	88	4.4	88	-41.0	26.3	67.3	6.3%
Cc1cc(NS(=O)(=O)c2ccc(NC(=O)CCc3ccccc3)cc2)no1	-4.1%	-5.2	151	5.2	151	3.3	92.9	89.6	-0.8%
CCn1c(Cc2ccccc2)nnc1SCC(=O)Nc1cc(C)on1	0.4%	6.4	135	-6.4	135	2.8	96.4	93.6	-9.8%
COc1cc(-c2nnc(SCC(=O)c3ccccc3)o2)cc(OC)c1OC	6.1%	5.7	111	-5.7	111	-8.2	62.4	70.6	6.4%
CC(c1ccccc1C(O)c1ccccc1)N(C)C (stereo not given)	-12.7%	11.7	124	-11.7	124	·	·	·	6.4%
COC(=O)[C@H](CCSC)NC(=O)N1CCC(C)CC1	-11.1%	0.8	146	-0.8	146	-13.6	93.6	107.2	0.8%
CCOc1ccc(NC(=O)CSc2nc3cccnc3n2CC)cc1	1.2%	-8.4	144	8.4	144	6.7	103.9	97.2	15.9%
N#Cc1c(NC(=O)c2ccccc2)sc2c1CCCCC2	·	8.8	110	-8.8	110	11.5	85.5	74.0	·
COCCNc1c2c(nc3c(-c4ccccc4)c(C)nn13)CCCC2	6.5%	-5.8	158	5.8	158	-6.3	50.5	56.8	-41.9%
CC(=O)N(Cc1c(C)nn(-c2ccccc2)c1Cl)c1ccc(Cl)cc1	-12.8%	2.0	135	-2.0	135	·	·	·	-32.9%
COc1ccc2[nH]c(=O)c(CN(CCO)S(=O)(=O)c3c(C)ccc4nsnc34)cc2c1	4.4%	7.3	72	-7.3	72	-4.6	76.6	81.1	1.8%
O=C(COc1ccccc1)N1CCN(S(=O)(=O)c2ccc(Cl)cc2)CC1	-7.1%	-25.0	67	25.0	67	3.8	90.4	86.6	1.5%
Cn1nnnc1SCC(=O)NCC(=O)c1ccccc1	9.0%	-16.9	72	16.9	72	-5.0	86.3	91.3	0.7%
Cc1ccnc(SCC(=O)Nc2sc3c(c2C#N)CCC(C(C)(C)C)C3)n1 (stereo not given)	-2.0%	16.7	56	-16.7	56	8.8	70.9	62.1	-78.0%
O=C(Nc1ccc(F)c(F)c1)NC1CCCCC1	-4.5%	2.6	154	-2.6	154	-11.8	59.9	71.7	15.2%
CCOc1ccccc1OCC(=O)Nc1ccc(N2CCCCC2)cc1	-0.2%	14.3	99	-14.3	99	9.1	96.3	87.2	-40.7%
Nc1n[nH]c(-c2ccc(F)cc2)n1	-0.3%	-4.7	89	4.7	89	-0.2	87.1	87.3	3.0%
CC(C)NC(=O)COc1ncnc2sccc12	-4.4%	-6.4	168	6.4	168	4.8	91.7	86.9	-2.4%
CCCCCSc1nc2c(c(=O)[nH]c(=O)n2C)n1C	1.5%	15.5	167	-15.5	167	-6.0	71.3	77.2	25.2%
COc1ccc(-c2cc(C(=O)N3CCCCC3)no2)cc1OC	6.0%	-7.5	88	7.5	88	10.2	88.7	78.6	-13.0%
CCOC(=O)c1[nH]c2c(c1C)C(=O)CC(c1ccc(OCC)c(OC)c1)C2 (stereo not given)	-3.9%	-9.5	69	9.5	69	8.7	82.7	74.0	-0.9%
C=C(C)CSc1nc2c(cc1C#N)CCC2	2.2%	?	·	-59.2	117	11.9	87.2	75.3	6.1%
Cc1nc2ccccc2c(=O)n1CCN1CCOCC1	2.4%	-3.3	138	3.3	138	16.9	104.4	87.4	8.2%
BrC(/C=N/Nc1nc(N2CCOCC2)nc(N2CCOCC2)n1)=C/c1ccccc1	-3.1%	-6.7	136	6.7	136	·	·	·	-42.8%
COc1cc(O)oc1C=Nc1ccc(Oc2ccccc2)cc1	-26.9%	3.9	141	-3.9	141	·	·	·	12.1%
CC(=O)Oc1ccc(C(=O)Nc2nccs2)cc1	-10.8%	-5.1	146	5.1	146	4.8	82.9	78.1	3.3%
Cc1ccsc1C(=O)OCc1csc(-c2ccccc2)n1	-16.3%	0.9	167	-0.9	167	5.6	85.0	79.4	48.6%
Cc1ccc(/C=N/NC(=O)c2ccc(C(=O)N/N=C/c3ccc(C)s3)o2)s1	-4.9%	-1.8	91	1.8	91	·	·	·	3.7%
CCCOc1ccc(Cc2nn[nH]n2)cc1	5.0%	·	·	·	·	-6.3	81.0	87.3	-3.5%
CC(C)(C)c1ccc(-c2csc(NC(=O)CN3C(=O)NC4(CCCCC4)C3=O)n2)cc1	-115.4%	28.8	193	-28.8	193	·	·	·	0.7%
C(=N\N1CCN(C2c3ccccc3-c3ccccc32)CC1)/c1ccccn1	2.1%	11.2	138	-11.3	138	·	·	·	-30.4%
NCCCCCNC(=O)/C=N\O	-5.5%	-3.5	195	3.5	195	·	·	·	4.3%
COC(=O)c1nn(-c2ccc(-c3ccccc3)cc2)cc1O	0.2%	·	·	·	·	-25.0	63.4	88.4	1.6%
COc1ccc(C(=O)OC(C)CN2CCOCC2)cc1OC (stereo not given)	-1.2%	·	·	·	·	-6.0	92.4	98.4	2.7%
Cc1occc1-c1nnc(SCCCC(=O)c2ccc(F)cc2)n1C	6.5%	·	·	·	·	9.5	90.1	80.6	-40.9%
Cc1cc(C)nc(SCc2nnc(SCC(=O)Nc3ncc(C)s3)n2Cc2ccco2)n1	·	-11.1	134	11.1	134	-11.8	101.5	113.3	·
O=[N+]([O-])c1ccc(Cl)c(-c2ccc(/C=N/c3c(-c4ccco4)nc4ccccn34)o2)c1	31.7%	24.3	192	-24.3	192	·	·	·	19.6%

Screening results: PubChem, several laboratories
